Platelet DG rel – platelet dense granule release activity. human platelet-rich plasma, SFLLRN dense granule ATP release, luminescence. inhibition, %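 (compounds screened at 7.5 µM in platelet-rich plasma)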. 0.22% of 300,000 active. AID 1663;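 active = mean replicate score, as percent of positive control, at or above 50; inconclusive = mean below 50 but at least one replicate at or above 50; inactive = mean and every replicate below 50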
HDAC3 inh – human HDAC3 inhibition | O15379 | recombinant HDAC3, fluorogenic peptide/trypsin coupled, fluorescence | inhibition, % at 8.3 µM | 0.15% of 320,000 active | AID 2718; in the data active = inhibition above about 26%, passing the limit was not always enough; inconclusive = no clear call, values can overlap the other calls
Target sequence (O15379 whole entry, looked up): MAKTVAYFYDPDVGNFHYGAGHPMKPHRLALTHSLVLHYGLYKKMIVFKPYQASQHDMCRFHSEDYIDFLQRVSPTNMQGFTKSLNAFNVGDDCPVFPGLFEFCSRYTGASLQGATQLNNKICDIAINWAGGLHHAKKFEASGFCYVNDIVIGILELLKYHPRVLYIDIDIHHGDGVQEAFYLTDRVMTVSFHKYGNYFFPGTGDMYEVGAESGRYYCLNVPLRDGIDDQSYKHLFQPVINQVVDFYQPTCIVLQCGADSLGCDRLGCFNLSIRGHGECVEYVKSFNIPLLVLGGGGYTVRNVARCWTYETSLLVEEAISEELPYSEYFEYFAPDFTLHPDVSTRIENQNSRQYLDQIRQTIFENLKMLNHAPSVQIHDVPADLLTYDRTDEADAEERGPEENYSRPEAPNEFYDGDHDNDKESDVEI
HSF-1 act – increases HSF-1 driven luciferase reporter signal; activation, % at 9 µM; 1.7% of 300,000 active; NIH3T3-HGL HSF-1 luciferase reporter, MG132, 8 h; 100% = twice DMSO control signal;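 active = mean replicate activation of at least 50% with a set share of replicates each reaching 50%; inconclusive = only one of those two conditions met; inactive = mean below 50% and too few replicates reaching it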;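 also: 0% = median of the neutral control wells and 100% = twice that signal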
PolyA inh – blocks polyadenylation in yeast reporter cells; AID 1875; S. cerevisiae SKY197-pL101 polyadenylation reporter, beta-gal luminescence; efflux-impaired pdr1/pdr3 knockout yeast; score 100 = 6 SD above DMSO; calls only at 12 µM; 0.02% of 300,000 active;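 active = lowest replicate activity score at least 50, where 100 means six control SD above control mean; inconclusive = lowest score under 50 but half or more replicates reach 50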;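 also: yeast exposed to compound for 9 h at 30 °C; higher score means more reporter readthrough which indicates perturbed polyadenylation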
GSK3B inh – human GSK3beta kinase inhibition; P49841; GST-GSK3beta kinase, ADP-Glo luminescence, 60 min; hits give low values; activity score (negative = inhibition), % at 10 µM; 0.038% of 300,000 active; AID 2097;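 active = more than half of replicate wells score below -50%, meaning over 50% inhibition versus plate controls; inconclusive = some replicates but at most half score below -50%; inactive = no replicate scores below -50%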;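 also: 0% = median DMSO wells and -100% = median GW8510 positive control wells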
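Test system – GST-tagged human GSK3beta kinase, cell-free · Incubation – 60 min enzyme reaction, room temperature · Signal – ADP-Glo luminescence · Also added – peptide substrate and ATP at 25 µM · Controls – DMSO neutral wells and GW8510 at 20 µM as positive · Buffer or medium – Tris/MgCl2 kinase buffer · Measure – Luminescence-derived activity versus plate DMSO and GW8510 wells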
GSK3 alpha inh – human GSK-3 alpha kinase inhibition; P49840; AID 2650; 0.1% of 320,000 active; inhibition, % at 10 µM; ADP-Glo luminescence, 60 min;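 in the data active = inhibition above about 50%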;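 also: GST-tagged GSK-3 alpha with peptide substrate and 25 µM ATP; 0% = DMSO neutral wells and 100% = GW8510 positive control wells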
Target sequence (P49840 whole entry, looked up): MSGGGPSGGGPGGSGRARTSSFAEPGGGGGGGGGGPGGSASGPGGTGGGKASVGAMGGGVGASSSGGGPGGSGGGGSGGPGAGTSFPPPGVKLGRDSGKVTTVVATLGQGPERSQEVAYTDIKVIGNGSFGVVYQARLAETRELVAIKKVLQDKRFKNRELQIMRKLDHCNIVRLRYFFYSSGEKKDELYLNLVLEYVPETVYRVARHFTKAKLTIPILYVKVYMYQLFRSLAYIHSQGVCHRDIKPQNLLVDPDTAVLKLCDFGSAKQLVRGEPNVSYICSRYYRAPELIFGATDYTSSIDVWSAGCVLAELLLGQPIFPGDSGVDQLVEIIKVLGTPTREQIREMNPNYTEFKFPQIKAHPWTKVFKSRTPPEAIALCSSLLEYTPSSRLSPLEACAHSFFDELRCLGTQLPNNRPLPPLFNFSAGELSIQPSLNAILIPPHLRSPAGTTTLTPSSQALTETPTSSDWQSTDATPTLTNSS
HSP90 refold inh – HSP90 refolding inhibition in rabbit reticulocyte lysate | luciferase refolding luminescence, 3 h | inhibition, % at 5.6 µM | 0.91% of 290,000 active | AID 1789;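 active = inhibition above the screen-wide mean plus 3 SD, computed separately per campaign, cut at about 16% in these data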;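 also: 0% = DMSO wells and 100% = 60 µM geldanamycin wells; inhibitors lower the luminescence because luciferase stays unfolded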
Dyrk1A ADPGlo – inhibitors of rat Dyrk1A kinase. ADP-Glo luminescence, NFATc1 peptide. inhibition, % at 12.5 µM. Q63470. 0.43% of 310,000 active; in the data active = inhibition above about 50%;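 also: plate controls were vehicle with enzyme for no effect and no enzyme for full effect; many of its hits are not listed in these tables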
HSF1 inhib – HSF1 inhibition; AID 2098; activity change, negative = inhibition, % at 7.5 µM (by protocol); 0.77% of 300,000 active; NIH3T3-HGL HSE-luciferase, MG132-induced, luminescence 8 h; hits give low values;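 active = more than half of replicate wells show activity change below -50%, luminescence cut by over half; inconclusive = some wells, but at most half, below -50%; inactive = no replicate well below -50%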;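 also: luciferase reports HSF-1 transcriptional activity via heat shock element; 0% = median of DMSO wells and -100% = zero luminescence signal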
AI-2 QS mod – modulates the Vibrio harveyi AI-2 quorum sensing system; Vibrio harveyi JMH597 AI-2 luminescence/OD600 ratio, 9 h; hits give low values; strain lacks LuxN and CqsS sensors; 0 = neutral-control median; 0.4% of 300,000 active; activity change, % at 7.5 µM; in the data active = activity change below about -75%, passing the limit was not always enough; inconclusive = no clear call, values can overlap the other calls;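 also: luminescence divided by OD600 gain over 9 h not by final OD600 alone; inactives centre near 13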
Starred values were filed as active, the others as inactive; i = inactive; u = inconclusive; x = no result given.

SMILES	Platelet DG rel	HDAC3 inh	HSF-1 act	PolyA inh	GSK3B inh	GSK3 alpha inh	HSP90 refold inh	Dyrk1A ADPGlo	HSF1 inhib	AI-2 QS mod
COc1ccc(Cl)cc1NC(=O)C1CCCO1 (stereo not given)	-6	u	0	i	0	-4	0	0	-6	9
COc1ccc(-c2ccc(-c3nnc(-c4cc(OC)ccc4OC)o3)cc2)cc1	-1	-15	-13	i	-7	0	-2	0	-11	3
Cc1sc2c3ccsc3ccc2[n+]1C	-3	13	11	i	-1	0	3	-3	0	10
O=[N+]([O-])c1cc(Cl)ccc1NCCNS(=O)(=O)c1ccccc1	3	8	55*	i	2	-3	3	x	28	-11
Cc1ccc(C(=O)N2CCN(c3ccc(NC(=O)c4cc(C)cc(C)c4)cc3)CC2)cc1	-3	-2	10	i	4	x	-4	x	11	13
CCCCCC(=O)NNC(=S)NC(=O)c1ccccc1[N+](=O)[O-]	12	-5	5	i	-3	-3	-2	3	-5	10
Cn1c(=O)cc(SCC(=O)NCCC2=CCCCC2)c2cc(Cl)ccc21	7	-6	2	i	2	5	-5	-4	2	14
CCN(CC)C(=O)c1cn(CCC#N)nc1-c1ccc(F)cc1	6	-5	-7	i	1	-1	-1	0	-2	39
Cc1nc2ccccc2c2oc(C(=O)NC3CC3)cc12	10	3	3	i	0	7	5	8	1	0
CC(C)CCC(C)NC(=O)c1ccc2nccnc2c1 (stereo not given)	6	0	12	i	-1	-1	-6	-9	5	11
O=C(CCc1ccccc1)N/N=C/c1cccc(O)c1	4	1	4	i	0	5	0	17	0	-57
COc1ccc(C(=O)/C=C/c2ccc(O)cc2)c(O)c1CC=C(C)C	1	17	17	i	-1	2	-1	9	10	13
O=C(Nc1nccs1)c1ccc(Cl)c(S(=O)(=O)N2CCCCC2)c1	14	10	-6	i	1	1	4	0	4	24
O=C(Nc1ccc(F)cc1)c1ccc(C(=O)N2CCOCC2)cc1	6	-8	8	i	1	-4	x	-14	-8	7
CSCCC(NC(=O)c1ccc([N+](=O)[O-])cc1Cl)C(=O)OCC(=O)N1CCN(C(C)=O)CC1 (stereo not given)	-3	11	3	i	4	-3	x	-8	0	29
O=C(CSc1nc(-c2ccccc2)cs1)N1CCN(C(=O)c2ccco2)CC1	1	3	-10	i	1	x	4	10	-16	8
CCCCCC(=O)N1CC2(CC(c3cccc(NC(=O)c4ccccc4)c3)=NO2)C[C@@H]1C(N)=O (stereo not given in full)	-3	2	4	i	1	2	-1	-7	1	2
CCCn1ncc(CN2CCC(CO)(Cc3ccc(OC)cc3)CC2)c1C	-3	-1	x	i	-2	-2	-2	1	x	27
COc1ccc(N2CCN(C(=O)c3ccc(N4CCCCS4(=O)=O)cc3)CC2)cc1	11	-6	1	i	2	-1	-3	-5	-1	12
CC(c1ccccc1)N(CCC(c1ccccc1)C1CCOC(C)(C)C1)C(=O)c1ccco1 (stereo not given)	15	1	3	i	-5	-4	-1	-6	2	16
CCOC(=O)C1=C(C)Nc2nnnn2C1c1c[nH]c2ccccc12 (stereo not given)	-3	19	10	i	-2	27	0	x	-5	17
O=C(CN1CCCCCC1=O)OCc1ncc(-c2ccccc2)o1	2	-4	6	i	0	-1	-3	6	-7	13
Cc1ccc(C2(c3ccc(C)cc3)CC2C(=O)NC(C)C)cc1 (stereo not given)	4	1	1	i	4	-2	4	5	-4	8
Cc1ccccc1-n1ccnc1SCC(=O)NCC1CCCO1 (stereo not given)	-4	x	10	i	-3	-1	1	-11	-6	10
COc1ccc2c(c1OC)CCC2=O	3	-3	-6	i	-1	2	5	0	-3	11
CN1C(=O)[C@H](Cc2ccc([N+](=O)[O-])cc2)NC1=S	-15	0	10	i	-4	3	0	-5	0	12
N=C1C(c2nc3ccccc3s2)=C(O)CN1Cc1ccccc1	6	-3	42	i	3	-2	1	-8	10	8
CC(C)OC(=O)c1ccc(NC(=O)C2C3CC4OC(=O)C2C4C3)cc1 (stereo not given)	x	-2	x	x	1	-2	1	-2	x	26
Cc1ccc(-n2c(C)cc(C(=O)COc3cccnc3[N+](=O)[O-])c2C)cc1	1	x	-17	i	0	x	3	3	-12	15
O=C(NCc1ccccc1)c1ccc2nnsc2c1	2	1	-11	i	-1	0	2	2	-3	12
CSc1ncccc1C(=O)OCc1nc2ccsc2c(=O)[nH]1	-3	-2	18	i	-1	-1	x	-2	9	-49
Cn1c(=O)c2ncn(CC(=O)Nc3nc(-c4ccc(Cl)cc4)cs3)c2n(C)c1=O	-5	1	9	i	-4	-1	0	3	-4	5
CCC(C)N1CCC(Oc2ccc(C(=O)NCc3ccccn3)cc2)CC1 (stereo not given)	-4	-3	3	i	-1	0	3	0	-3	-1
COc1ccccc1CN(C)C(=O)c1cnc(C)cn1	-5	3	-5	i	0	-3	-2	1	-5	6
CCOc1ccc(N2C(=O)CC(SC(=NC)Nc3ccc(F)cc3)C2=O)cc1 (stereo not given)	-1	8	-6	i	x	-19	-2	-2	-2	x
OC1C2(Cc3ccccc3)CN3CCN(C2)CC1(Cc1ccccc1)C3 (stereo not given)	3	-2	-4	i	-2	2	1	3	-3	35
COc1cc(/C=C2/C(=O)ON=C2c2ccccc2)ccc1O	2	1	x	i	-1	7	-4	x	x	17
COc1ccc(/C=C2\SC(=NCc3ccccc3)NC2=O)cc1	-5	0	43	i	1	5	-10	17	21	12
CCOc1ccc(C(=O)NC(C)CCc2ccccc2)cc1 (stereo not given)	-6	1	38	x	0	-2	-3	4	17	3
CCc1c(-c2ccccc2)nc2sc3c(c2c1N)CCCC3	-12	10	40	i	2	2	-3	-1	27	x
Cc1ccc(S(=O)(=O)c2ncccc2[N+](=O)[O-])cc1	-10	-3	-97	x	-2	0	14	-2	-97*	36
COc1ccc(NC(=O)C(=O)N/N=C(\C)CC(=O)Nc2cc(C)ccn2)c(OC)c1	5	x	11	i	-1	7	-2	-2	-2	-2
CCC(C)NC(=O)COC(=O)c1oc2ccccc2c1CSc1ccc(Cl)cc1 (stereo not given)	1	-5	2	i	-3	-3	1	-2	-4	44
Nc1nc(-c2c(Cl)cccc2Cl)no1	-1	-7	10	i	5	0	5	6	-10	14
Cc1ccc2nc(C3CCCCC3)[nH]c2c1	2	-3	12	i	1	-2	15	-1	10	9
O=C(Nc1cc(-c2ccccc2)[nH]n1)c1ccccc1F	0	-3	49	i	-3	12	-2	x	28	-86*
CC(C)(C)NNC(=S)Nc1cccc(C(F)(F)F)c1	0	-6	-3	i	2	-3	6	-8	-2	29
Cc1ccc(NC(=O)CN2C(=O)N/C(=C/c3ccc(N4CCOCC4)cc3)C2=O)cc1	-24	-1	49	i	0	5	1	1	7	20
COc1ccc2nc(NC(=O)c3ccccc3-c3ccccc3C(=O)O)sc2c1	-12	1	-23	i	-1	-4	4	-4	-1	4
Cc1cc(C)nc(SCC(=O)OCN2C(=O)c3ccccc3C2=O)n1	-5	-2	-1	i	4	-2	2	1	-7	29
COc1ccc(S(=O)(=O)n2ccc(C(C)Oc3ccc(-c4ccccc4)c(F)c3)n2)cc1 (stereo not given)	3	-1	13	i	0	x	3	-4	3	7
COc1ccc(-c2cc(C(=O)N3CCN(c4ccccc4)CC3)c3ccccc3n2)cc1OC	6	x	33	i	1	x	1	0	1	33
CCN1CCc2c(sc(NC(=O)c3ccc(S(=O)(=O)N4CCOCC4)cc3)c2C(=O)OC)C1	2	8	-13	i	3	1	3	4	-3	8
O=Nc1c(O)n(Cc2c(Cl)cccc2Cl)c2ccccc12	u	-1	-12	i	4	3	-1	3	-21	14
O=C(NCc1ccc(N2CCCC2=O)cc1)c1cnccn1	-7	-2	5	i	2	1	-1	-4	1	-4
COc1ccc(C(=O)NC2CCCCCC2)cc1OC1CCN(C(C)=O)CC1	-11	-2	-1	i	1	2	-2	-2	-8	9
c1ccc(CC2CNc3ccccc3CN2)cc1 (stereo not given)	-2	-3	14	i	1	3	-1	-2	1	8
CC1CCCC(C)N1C(=O)COC(=O)C(Cc1ccccc1)NC(=O)c1cccs1 (stereo not given)	-18	0	0	i	1	-5	-4	x	0	23
Cc1ccc([N+](=O)[O-])cc1NC(=O)c1ccc(C(C)(C)C)cc1	-8	2	-1	i	1	-3	-4	0	2	21
O=C(CN(C(=O)c1cc2c(s1)CCC2)C1CCCC1)NCc1cccs1	-2	-3	x	i	-2	-2	0	-2	x	12
Additional entries:
SMILES	Platelet DG rel	HDAC3 inh	HSF-1 act	PolyA inh	GSK3B inh	GSK3 alpha inh	HSP90 refold inh	Dyrk1A ADPGlo	HSF1 inhib	AI-2 QS mod
Cc1nc(N/N=C\c2ccc3c(c2)OCO3)sc1C	-3	5	14	i	1	1	10	5	8	14
CCOC(=O)CCc1c(C)c2ccc(OCc3cc([N+](=O)[O-])ccc3OC)c(C)c2oc1=O	-3	7	30	i	-26	2	9	x	7	5
Cc1cc(S(=O)(=O)Nc2cccnc2)c(C)s1	9	1	-3	i	1	0	2	5	-8	2
O=C(COC(=O)c1ccc([N+](=O)[O-])cc1Cl)NC(=O)c1ccccc1	-3	-12	-8	i	-1	-5	x	-4	2	-4
COCCn1c(SCC(=O)N(C(C)C)C(C)C)nnc1-c1cc2ccccc2cc1O	-3	1	15	i	0	1	0	0	0	7
CCC(C)C(NC(=O)C1CCC(C)CC1)C(=O)NCCCN1CCCCC1CC (stereo not given)	-8	-5	5	i	1	1	2	9	0	-23
Cc1onc(-c2ccccc2)c1C(=O)Nc1ccc(C(=O)N2CCCCC2)cc1	1	-10	-7	i	0	-2	-5	-2	-10	13
O=C(N/N=C/c1ccncc1)c1cc([N+](=O)[O-])cc([N+](=O)[O-])c1	6	-7	3	i	3	2	-2	-3	-1	38
CCC(C)NC(=O)CSc1nc2ccccc2c(=O)n1-c1c(C)n(C)n(-c2ccccc2)c1=O (stereo not given)	3	-1	-16	i	1	-1	-1	-4	-8	11
Cc1ccsc1/C=C1/C(=O)NN(c2ccccc2)C1=O	12	10	12	i	-5	6	-2	20	2	46
Nc1cc(OC(=O)c2ccco2)nn1S(=O)(=O)c1ccc(F)cc1	-7	85*	8	i	2	x	0	4	2	22
C=CCOc1c(Br)cc(/C=C2/NC(=S)N(C(C)=O)C2=O)cc1OC	6	3	-1	i	0	-1	-1	-2	3	18
CCc1c(C)nc2c(-c3ccccc3)c(C)[nH]n2c1=O	6	-3	4	i	0	-2	1	-1	-4	30
C=CCn1c2ccccc2c2nnc(SCC(=O)O)nc21	0	12	-69	i	7	0	-4	-2	-60*	18

Record cards (already shown). Screens in order: Platelet DG rel	HDAC3 inh	HSF-1 act	PolyA inh	GSK3B inh	GSK3 alpha inh	HSP90 refold inh	Dyrk1A ADPGlo	HSF1 inhib	AI-2 QS mod
CCC(C)C(NC(=O)C1CCC(C)CC1)C(=O)NCCCN1CCCCC1CC (stereo not given) in the list: -8	-5	5	i	1	1	2	9	0	-23
CCOC(=O)CCc1c(C)c2ccc(OCc3cc([N+](=O)[O-])ccc3OC)c(C)c2oc1=O in the list: -3	7	30	i	-26	2	9	x	7	5

Only part of the results is shown, so the mix of outcomes need not match the whole.
